Screens as filed in PubChem.
KCNQ2 inh: KCNQ2 potassium channel inhibitors, primary screen, cell-based, CHO-K1, FluxOR thallium flux, B-score (AID 2156). O88943. 20 min; stronger effect = lower value. B-score at 10 µM. 310,000 compounds, 1.1% hits;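 active means fluorescence ratio B-score at most minus 3 library SDs, with starting brightness B-score within 2 library SDs, cut at about -5.5 in these data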
Target sequence (O88943 whole entry, looked up): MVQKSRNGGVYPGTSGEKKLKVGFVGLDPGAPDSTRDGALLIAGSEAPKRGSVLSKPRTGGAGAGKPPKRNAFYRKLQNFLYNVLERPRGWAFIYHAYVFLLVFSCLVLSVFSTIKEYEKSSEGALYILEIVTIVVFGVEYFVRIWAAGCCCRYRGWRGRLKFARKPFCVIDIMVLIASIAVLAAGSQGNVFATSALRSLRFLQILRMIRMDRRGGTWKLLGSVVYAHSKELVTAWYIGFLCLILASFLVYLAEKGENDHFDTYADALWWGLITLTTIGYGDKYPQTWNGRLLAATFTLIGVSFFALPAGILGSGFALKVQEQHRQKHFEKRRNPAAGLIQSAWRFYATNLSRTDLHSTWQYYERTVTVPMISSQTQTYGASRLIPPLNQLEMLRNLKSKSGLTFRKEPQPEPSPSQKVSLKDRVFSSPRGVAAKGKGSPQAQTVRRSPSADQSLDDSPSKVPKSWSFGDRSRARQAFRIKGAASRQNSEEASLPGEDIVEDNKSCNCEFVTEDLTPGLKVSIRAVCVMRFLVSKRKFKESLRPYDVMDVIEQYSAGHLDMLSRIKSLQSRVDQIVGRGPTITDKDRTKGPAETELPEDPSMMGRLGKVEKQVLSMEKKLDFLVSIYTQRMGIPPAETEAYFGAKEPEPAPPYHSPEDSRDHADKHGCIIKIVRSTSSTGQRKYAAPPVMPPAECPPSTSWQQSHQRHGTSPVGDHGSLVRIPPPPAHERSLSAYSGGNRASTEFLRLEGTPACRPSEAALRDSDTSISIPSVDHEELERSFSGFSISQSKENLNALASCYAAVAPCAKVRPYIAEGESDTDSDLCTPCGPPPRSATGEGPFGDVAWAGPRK
Kir21 block: Kir2.1 (mouse) channel inhibition. P35561. B-score at 10 µM. HEK293-Kir2.1, FluxOR thallium flux fluorescence; stronger effect = lower value. AID 1672. 310,000 compounds, 0.85% hits;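 active means fluorescence ratio B-score at or below minus 3 SD of library scores, with starting-brightness B-score within 2 SD, cut at about -4.2 in these data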;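 further: channel flux triggered by added potassium and thallium sulfate stimulus; B-score of peak minus minimum fluorescence over baseline after thallium stimulus; more negative B-score means stronger Kir2.1 block with less thallium influx; some compounds called inactive have numbers as strong as hits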
CHT inh: inhibitors of human choline transporter CHT; Q9GZV3; CHT-expressing cells, membrane potential dye, choline response; stronger effect = lower value; B-score at 10 µM; 310,000 compounds, 0.86% hits; AID 488975;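 active means B-score over 3 SD under the library average, and starting fluorescence ratio not unusually high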;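 further: choline stimulus applied at its EC90 after an EC20 pre-addition; B-score computed on integrated fluorescence ratio after choline addition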
An asterisk follows results filed as active; i = inactive; nt = not tested or not shown; & = joins results of further samples.

Under each structure – KCNQ2 inh | Kir21 block | CHT inh
CCN(C(=O)c1c(-c2ccccc2Cl)noc1C)C1CCCCC1
    i | -3 | i
Cc1ccc(-c2ccc(=O)n(Cc3cc(C)ccc3C)n2)cc1
    i | -0.18 | i
CCCCC(=O)Nc1ccc(C(=O)Nc2ccc(S(=O)(=O)Nc3ccc(C)cc3)cc2)cc1
    i | 1.4 | i
COc1ccccc1NS(=O)(=O)c1cccc(C(=O)N(C)Cc2cccs2)c1
    i | 0.93 | i
Clc1ccc(-c2cn3nc4c(nc3n2)CCCC4)cc1
    i | -0.03 | i
CS(=O)(=O)N(CCc1ccccc1)CC(=O)N1CCN(c2ccc(F)cc2)CC1
    i | 0 | i
COc1ccc(CC(=O)NNC2=Nc3cccc4cccc2c34)cc1
    i | 1.8 | i
Cc1ccc(S(=O)(=O)N(C)C)cc1NC(=O)COC(=O)/C(=C/c1ccc(F)cc1)c1cccs1
    i | -2 | i
CS(=O)(=O)c1cnc2c(-c3ccc(F)cc3)cnn2c1N
    i | 0.38 | i
CN1CCN(c2nc3nonc3nc2N2CCN(C)CC2)CC1
    i | -0.1 | i
Cc1ccc(S(=O)(=O)N2CCOCC2)cc1NC(=O)COC(=O)COc1cccc2c1OC(C)(C)C2
    i | -2.6 | i
Cc1[nH]n(-c2ccccc2)c(=O)c1/C=N/c1nn[nH]n1
    i | -1.5 | i
O=C(Nc1cccc(OCC(=O)N2CCOCC2)c1)c1ccc(C(F)(F)F)cc1
    i | 0.49 | i
COc1cccc(C2CC(c3ccccc3Cl)n3ncnc3N2)c1 (stereo unspecified)
    i | -1.6 | i
c1ccc(-c2noc(C3CCCCC3)n2)nc1
    i | 0.14 | i
Cc1ccc(-c2nnn(CC(=O)N(c3ccc4c(c3)OCCO4)C(C(=O)NCC3CCCO3)c3ccc(F)cc3)n2)o1 (stereo unspecified)
    i | -0.67 | i
COc1ccc(C=C2c3ccccc3C(=O)c3ccccc32)c(OC)c1
    i | 0.54 | i
CCc1ccccc1N(C(=O)CNC(=O)c1ccco1)C(C(=O)NC1CCCC1)c1cccnc1 (stereo unspecified)
    i | 0.02 | i
CN(CC(=O)Nc1ccccc1Cl)C(=O)COC(=O)c1ccc(Cl)nc1
    i | 0.67 | i
O=C(O)c1cnn2c(C(F)F)cc(C(F)F)nc12
    i | -0.13 | i

(cont.)
Under each structure – KCNQ2 inh | Kir21 block | CHT inh
CCc1cc(CNC(=O)C2CCC(=O)N(CCc3cccc(F)c3)C2)on1 (stereo unspecified)
    i | -0.85 | nt
COCCN1C(=O)C(=O)/C(=C(/O)c2ccc(S(=O)(=O)N3CCOCC3)cc2)C1c1cccc(OC)c1 (stereo unspecified)
    i | 1.7 | i
Cc1cccc(/C=N/NC(=O)c2cccc(Cl)c2)n1
    i | 0.42 | i
CN(C)C(=N)c1n[nH]nc1SCc1ccc(Cl)c(Cl)c1
    i | 0.69 | i
O=C(NCC1CCCO1)c1cccc(S(=O)(=O)N2CCOCC2)c1 (stereo unspecified)
    i | 1 | i
COc1cc(NC(=S)NC(=O)c2ccco2)ccc1NC(=O)C(C)C
    i | -1.1 | i
CCOC(=O)N1CCN(C(=O)C2c3cc(OC)c(OC)cc3C(=O)N3CCc4ccccc4C23)CC1 (stereo unspecified)
    i | -0.75 | i
COc1ccc(S(=O)(=O)Nc2ccncc2)c(C)c1C
    i | 0.11 | i
COc1ccc(CCNc2cc(N3CCN(C(=O)c4ccccc4OC)CC3)ccc2[N+](=O)[O-])cc1OC
    i | -0.2 | i
CCCc1cc(=O)oc2cc(OCc3ccc(C(=O)O)cc3)ccc12
    i | -0.18 | i
CCc1cccc(NC(=O)CCc2nc(-c3cccs3)no2)c1
    i | 1.7 | i
COCCn1c(=O)sc2ccccc2c1=O
    i | -2.3 | i
COc1ccc(N2CCN(C(=O)COC(=O)CNC(=O)c3ccc(C)cc3)CC2)cc1
    i | 0.01 | i
COc1ccc(NC(=S)NC(=O)/C=C/c2ccccc2)cc1
    i | 0.96 | i
COc1cccc(/C=N/NC(=O)CCn2c3ccccc3c3ccccc32)c1
    i | 0.87 | i
CCn1ncc(C(=O)Nc2cccc(Cl)c2)c1C
    i | 0.13 | i
CCOCCCN(C)C1CCN(C(=O)c2oc3ccccc3c2NC(=O)c2ccc([N+](=O)[O-])cc2)CC1
    i | 0.08 | i
COc1ccc(OC)c(S(=O)(=O)N2C(C)CCCC2C)c1 (stereo unspecified)
    i | -1.6 | i
CN(Cc1ccccc1)CC(O)COc1ccc(CNCCc2cccnc2)cc1 (stereo unspecified)
    i | -0.46 | i
Cc1cc(C)n(CCOc2ccc(Cl)cc2Cl)n1
    i | -1.3 | i

Other results:
Under each structure – KCNQ2 inh | Kir21 block | CHT inh
COc1cc(C)c(Cl)c(C)c1S(=O)(=O)NCc1ccc2c(c1)OCO2
    i | 0.83 | i
CCOC(=O)/C=C1\NC(=O)C(C)S1 (stereo unspecified)
    i | 0.26 | i
O=C(CC1S/C(=N/N=C/c2cccs2)NC1=O)Nc1ccccc1F (stereo unspecified)
    i | 1.9 | i
Cn1c(=O)[nH]c(=O)c2c1nc(NC1CCCC1)n2Cc1ccccc1
    i | 0.26 | i
Cc1cccc(OCC(=O)Nc2ccncc2)c1C
    i | -0.47 | i
COC(=O)NC(=S)Nc1ccc(Oc2ccc(Cl)cc2)c(Cl)c1
    i | 0.57 | i
CCc1ccc(N(CC(=O)NCc2ccc3c(c2)OCO3)C(=O)c2csnn2)cc1
    i | -0.76 | i
COc1ccc(N2CCN(C(=O)c3ccc(-n4nc(C)cc4C)cc3)CC2)cc1
    i | -0.68 | i
CC(Oc1cccc(Cl)c1)c1ccnc2nc(/N=C/N(C)C)nn12 (stereo unspecified)
    i | 1.8 | i
CC1c2[nH]c3ccccc3c2C[C@H]2C(=O)N(CCCN(C)C)CC(=O)N12 (stereo partly specified)
    i | 0.33 | i
Cn1cc(/C=C/c2nc3ccccc3c(=O)n2-c2cccc([N+](=O)[O-])c2)c2ccccc21
    i | -0.89 | i
COc1cccc(-c2noc(CCC(=O)Nc3cccnc3)n2)c1
    i | -0.7 | i
COCCn1c(SCC(=O)NCCc2ccccc2)nc2c([nH]c3ccccc32)c1=O
    i | -0.4 | i
O=C(Nc1nncs1)C12CC3CC(CC(Cl)(C3)C1)C2
    i | 0.09 | i
Cc1c(C)c2c(OCC(=O)N[C@@H](CC(C)C)C(=O)O)cc3c(c2oc1=O)CCC(C)(C)O3
    i | 1.6 | i
O=C(COC(=O)c1ccccn1)NNC(=O)c1ccc([N+](=O)[O-])cc1
    i | 1.1 | i
CC(NC(=O)CCC(=O)NCc1ccc(F)cc1)c1ccccc1 (stereo unspecified)
    i | -0.49 | i
Cn1cc(C(=O)C(=O)N2CCc3ccccc32)c2ccccc21
    i | 0.64 | i
O=C(O)CSc1nnc(CNc2ccccc2Cl)n1-c1ccccc1
    i | 1.4 | i
CN(C)c1ccc(C(C(=O)NC2CCCCC2)N(Cc2ccco2)C(=O)c2snc(C(N)=O)c2N)cc1 (stereo unspecified)
    i | -1.8 | i

Compound profiles, as listed above. Order of values: KCNQ2 inh, Kir21 block, CHT inh
COCCn1c(SCC(=O)NCCc2ccccc2)nc2c([nH]c3ccccc32)c1=O as listed: i, -0.4, i
Cn1c(=O)[nH]c(=O)c2c1nc(NC1CCCC1)n2Cc1ccccc1 as listed: i, 0.26, i
Cc1cccc(OCC(=O)Nc2ccncc2)c1C as listed: i, -0.47, i
CC(NC(=O)CCC(=O)NCc1ccc(F)cc1)c1ccccc1 (stereo unspecified) as listed: i, -0.49, i
O=C(O)CSc1nnc(CNc2ccccc2Cl)n1-c1ccccc1 as listed: i, 1.4, i

(continued)
structure	KCNQ2 inh	Kir21 block	CHT inh
COc1ccc(/C=N/Nc2nc3ccccc3[nH]2)c(OC)c1OC	i	-0.14	i
CC1CCN(Cc2c(C(=O)N/N=C/c3cccc(C(F)(F)F)c3)nnn2-c2nonc2N)CC1	i	-1	i
CN1CCc2c(sc(NC(=O)c3ccc(S(=O)(=O)N4CCOCC4)cc3)c2C(N)=O)C1	i	-2.9	i
Cc1ccccc1N=C(NO)c1cccnc1	i	-0.38	i
CCc1cccc(NC(=O)C2CCCC2)c1	i	1.1	i
O=[N+]([O-])c1cccc(-c2nnn(C34CC5CC(CC(C5)C3)C4)n2)c1	i	0.14	i
CC(C)Cc1cc(C(=O)N2CCN(c3ccc(F)cc3)CC2)no1	i	1.1	i
CCCCCn1nc(C)c2c(C)cc(=O)[nH]c21	i	1	i
CC1(C)CC(=O)C=C(NCCN2CCN(C(=S)NC3CCCCC3)CC2)C1	i	-0.98	i
CCCc1nc2ccccc2c(=O)n1CC(=O)c1ccc(OC)cc1	i	1.4	i
CCOc1ccccc1NC(=O)CCNC(=O)Cn1ccc2ccccc2c1=O	i	0.4	i
O=C1[C@H]2[C@H](C=CC[C@H]2C(=O)N2CCOCC2)CCN1Cc1ccc(Cl)c(Cl)c1	i	-1.2	i
Cc1ncc([N+](=O)[O-])n1CC(=O)NC(C)(C)C	i	-0.43	i
O=C(N/N=C/c1ccco1)c1cc(-c2cccs2)[nH]n1	i	-1.4	i
CCCCc1ccc(NC(=O)CN(C)CC(=O)Nc2ccccc2Cl)cc1	i	-0.53	i
Cc1ccc(C2N(c3cccc(Cl)c3)C(=O)C3CCCN32)o1 (stereo unspecified)	i	-0.37	i
COc1ccc(C(=O)NCC(c2cccs2)N2CCc3ccccc32)c(OC)c1 (stereo unspecified)	i	1	i
COc1ccc(-c2nn(-c3ccccc3)cc2CO)cc1OC	i	0.65	i
Fc1ccc(-c2[nH]ncc2-c2nnnn2-c2ccccc2)c(F)c1	i	-3.5	i
O=C(COC(=O)c1cccnc1)Nc1ccccc1	i	0.19	i

(more compounds)
structure	KCNQ2 inh	Kir21 block	CHT inh
CC(C)(C)OC(=O)N1CCCC1C(=O)N1CCc2ccccc21 (stereo unspecified)	i	0.06	i
CCc1ccccc1N(C(=O)c1snc(C(N)=O)c1N)C(C(=O)NCC1CCCO1)c1ccc(OC)c(OC)c1 (stereo unspecified)	i	0.34	nt
Cc1ccc(N2C(=O)NC(NC(=O)C(C)(C)C)(C(F)(F)F)C2=O)cc1C (stereo unspecified)	i	0.58	i
Cc1ccc(Nc2nnc(C)c3ccccc23)c(C)c1	i	-0.9	i
O=C(Nc1ccc2c(c1)OCO2)c1ccc(S(=O)(=O)N2CCCC2)cc1	i	0.06	i
O=C(CN1CCN(Cc2ccc3c(c2)OCO3)CC1)N1CCc2[nH]c3ccc(F)cc3c2C1	i	-1.5	i
CC(C)CN1CCN(Cc2cccn2-c2ccccn2)CC1CCO (stereo unspecified)	i	-0.02	i
O=C(NCCN1C(=O)S/C(=C\c2ccccc2F)C1=O)C1=COCCO1	i	-0.26	i
CCOC(=O)c1ccc(NC(=S)NCCCN2CCN(C3CCCCC3)CC2)cc1	i	-0.01	i
Cc1ccc(C)c(N(C(=O)CNC(=O)c2ccco2)C(C(=O)NCC2CCCO2)c2ccccc2)c1 (stereo unspecified)	i	1.1	i
CC12OC1C1(O)CCCC1=CC2=O (stereo unspecified)	i	1.7	i
O=C1OCCC1Sc1nc2ccccc2n1-c1ccccc1 (stereo unspecified)	i	-1.1	-5.8*
CC(=O)c1ccc(N2CCN(C(=O)CCC(=O)Nc3ccc4nc(N5CCN(C)CC5)cc(C)c4c3)CC2)cc1	i	0.65	i
Cc1cc(S(=O)(=O)NCc2ccncc2)c(C)cc1Br	i	-0.55	-5*
Cc1nnsc1SCCNC(=O)c1c(F)cccc1F	i	1.2	i
COc1cccc(-c2csc(NC(=O)C3CC3)n2)c1	i	0.04	i
CNC(=O)N(O)C1N(c2ccccc2)C(=S)SC1(C)C (stereo unspecified)	i	-1.3	i
O=C(CCS(=O)(=O)c1ccc(Br)cc1)NCCc1ccccc1	i	2	i
CCOC(=O)c1c(/N=C/N(C)C)sc(/C=N/Nc2ccccc2)c1-c1ccccc1	i	-0.54	i
O=c1cc(-c2ccccc2Cl)c2c([nH]1)CCC2	i	0.7	i

(listing goes on)
structure	KCNQ2 inh	Kir21 block	CHT inh
CC1(C)S[C@@H]2[C@H](NC(=O)Cc3ccccc3)C(=O)N2[C@H]1C(=O)O	i	-0.03&-0.92	i
CC(C)CCNC(=O)c1ccc(Cn2c(=S)[nH]c3ccccc3c2=O)cc1	i	0	i
O=C(N/N=C/c1cc([N+](=O)[O-])ccc1O)c1cccc(N2CCCC2=O)c1	i	0.66	i
COc1ccc(C)cc1S(=O)(=O)N1CCN(C(=O)c2ncoc2-c2cccc(F)c2)CC1	i	0.82	i
CCCCNC(=O)C1C2C=CC3(CN(Cc4ccccc4Cl)C(=O)C13)O2 (stereo unspecified)	i	0.73	i
O=S(=O)(Cc1cc(Oc2ccccc2)nc(-c2ccccc2)n1)c1ccccc1	i	1.4	i
O=C(Nc1ccc2oc(-c3ccncc3)nc2c1)c1ccccc1	i	0.19	i
Cc1cc(C)n(CC(=O)N/N=C/c2ccco2)n1	i	1.8	i
CCCn1c(=NC(=O)c2ccco2)c(C(=O)OCC)cc2c(=O)n3ccccc3nc21	i	2.5	i
Nc1nc2n(n1)C(=O)CC(c1ccccc1[N+](=O)[O-])N2 (stereo unspecified)	i	1.5	i
